Screening data (PubChem BioAssay)
ERK EGF block – EGF-driven ERK pathway inhibition; HEK293-V1b, EGF-stimulated phospho-ERK AlphaScreen; 130,000 compounds, 0.41% hits; AID 1454; Potency, µM (highest dose often 11.5 µM), for the others: at the highest dose activity change, negative = inhibition, most hits filed as inhibitors; active means well fitted inhibition curve with a large enough effect; inconclusive means small, poorly fitted or top-dose-only effect, or effect the other way;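 further: plate controls were stimulated vehicle wells for no effect and unstimulated vehicle basal for full effect; nearly all actives have a fitted effect of over 55% in size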
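HEK293 cells stably expressing V1b receptor, serum-reduced (1% FBS) overnight, pretreated 30 min with compound, then stimulated 5 min with 25 nM EGF; phospho-ERK detected by AlphaScreen SureFire. AC50 from Hill fits, normalized to DMSO and EGF.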
An asterisk follows results filed as active; ? = inconclusive; [ ] = dose if it differs, or a comment. Potency means the concentration at half of the fitted maximal effect. Not all compounds are listed; the hit share may differ from the screen's.

SMILES	ERK EGF block
COc1ccc(C2c3[nH]c4ccccc4c3CCN2C(=O)c2cc3ncccn3n2)c(F)c1 (configuration not stated)	-3%
CCOP(=O)(OCC)C(Nc1cc(Cl)cc(Cl)c1)c1cccc(O)c1 (configuration not stated)	-9%
C=CCOc1ccc(C2=NO[C@@H]3[C@@H]4C[C@@H]([C@H]5C(=O)N(C)C(=O)[C@@H]45)[C@H]23)cc1	2%[57.5 µM]
CCN(CC(=O)NCc1ccc(F)cc1)C(=O)COc1ccc(C)c(C)c1	6%
CCN(CC)CCn1cnc2c1c(=O)n(CCOC(=O)c1cc(OC)c(OC)c(OC)c1)c(=O)n2C	10%[57.5 µM]
NC(=O)NC1NC(=O)NC1=O (configuration not stated)	0%
Cc1ccc(NC(=O)COC(=O)c2ccc3c(c2)OCO3)c(C)c1	1%[57.5 µM]
COc1ccc(C(=O)COC(=O)c2ccccc2NS(=O)(=O)c2ccc(O)c([N+](=O)[O-])c2)cc1	1%[57.5 µM]
Cn1cnc2cc(NC(=O)c3ccc(Cl)cc3)ccc21	5%
CCn1c(SCC(=O)Nc2ccc(OC)cc2OC)nc2nc3c(cc2c1=O)COC(C)(C)C3	-9%[57.5 µM]
CC(/C=C1\SC(=O)N(CC(=O)Nc2ccc(O)cc2)C1=O)=C\c1ccccc1	6%
CCOCCCNC(=O)/C(C#N)=C/c1ccc(C(=O)OC)cc1	5%
CCCNc1nc(N2CCCC2)nc(N2CCCC2)n1	-5%
CSc1ccc(-c2nc(O)c3cnccn23)cc1	-3%[57.5 µM]
COC(=O)c1ccc(COC(=O)CNC(=O)CNC(=O)c2ccc(C)cc2)cc1	-2%
O=C(OC1CCOC1=O)c1cccc(S(=O)(=O)Nc2ccc(F)cc2)c1 (configuration not stated)	-3%
COc1ccc(NC(=O)c2ccc(NCC3CCCO3)c([N+](=O)[O-])c2)cc1 (configuration not stated)	-3%
CC(N=Cc1c(O)c2ccccc2oc1=O)C(=O)O (configuration not stated)	-3%
O=C(c1sc2cccc(F)c2c1Cl)N1CCN(c2ncccn2)CC1	2%
O=Cc1cc(N=Nc2cccc(C(=O)O)c2)ccc1O	-4%
CC(/C=C1\SC(=S)N(CCCC(=O)Nc2ccc(C(=O)O)c(O)c2)C1=O)=C\c1ccccc1	?
O=C(NC1CC1)C1CCCN(C(=O)Nc2ccc(F)cc2)C1 (configuration not stated)	-15%
Cc1cc(NC(=O)CCCC(=O)N(c2ccccc2)C(C(=O)NC2CCCCC2)c2cccs2)no1 (configuration not stated)	5%
O=C(O)/C(=C\c1ccco1)NC(=O)c1ccccc1	4%
CC(C)C1Oc2cc3oc(=O)ccc3cc2C1=O (configuration not stated)	2%

(next part)
SMILES	ERK EGF block
CC(C)n1c(C(F)(F)F)nc2cc(C(=O)N3CCCCC3)ccc21	-8%[57.5 µM]
CC(=O)N1[C@H](C)C=C[C@]1(Cc1ccccc1)C(=O)NCc1ccc(C)o1	?
CCC1CCCCN1C(=O)c1ccccc1OC1CCN(S(C)(=O)=O)CC1 (configuration not stated)	-1%
Cc1cc(NC(=O)c2cccs2)ccc1NC(=O)Cc1ccccc1	3%
COc1ccc(OC)c(NC(=S)N2CCN(Cc3ccccc3)CC2)c1	-10%
CN(C)CCNC(=O)c1c(CSc2ccccc2)noc1C(=O)NCc1ccccc1	-3%[57.5 µM]
COc1c(/C=N/NC(=O)c2ccccc2O)c(CCN(C)C(C)=O)cc2c1OCO2	11%
O=C1CC(N2CCN(c3ccccn3)CC2)C(=O)N1c1ccc(F)cc1 (configuration not stated)	2%
NCC[C@H](O)C(=O)N[C@@H]1C[C@H](N)[C@@H](O[C@H]2O[C@H](CN)[C@@H](O)[C@H](O)[C@H]2O)[C@H](O)[C@H]1O[C@H]1O[C@H](CO)[C@@H](O)[C@H](N)[C@H]1O	-6%
Cc1cc(C)nc(SCC(=O)NN=C2CCCC2)n1	-7%
COc1cc(/C=C2\C(=O)ON=C2c2ccccc2)cc(Cl)c1O	-4%
CC1CCCCC1NC(=O)c1ccc(S(=O)(=O)NCC2CCCO2)cc1 (configuration not stated)	3%
CCn1c(SCC(=O)Nc2ccc(OC)cc2)nc2nc3c(cc2c1=O)COC(C)(C)C3	-6%[57.5 µM]
Cc1ccc(-n2c(SCC(=O)N3CCOCC3)nnc2-c2ccncc2)cc1C	-12%[57.5 µM]
CCOc1ccc2nc(NC(=O)c3cccc(-c4cc5ccccc5oc4=O)c3)sc2c1	7%
CC(=O)Nc1ccc(S(=O)(=O)Nc2nccc(/C=C/c3ccc(Cl)cc3)n2)cc1	1%
COc1ccccc1-n1cc(CN2CCN(CC=C(C)C)C(CCO)C2)cn1 (configuration not stated)	-7%[57.5 µM]
CN(C)c1ccc(C(=O)/C=C/c2ccco2)cc1	-6%
O=C(CN1CCCN(S(=O)(=O)c2ccc(Br)cc2)CC1)Nc1ccc2c(c1)OCO2	8%
Cc1nnc(C)c2c(C)n(-c3ccc4ncccc4c3)c(C)c12	-4%
COC(=O)Cc1cc(=O)[nH]c(/N=C(\N)Nc2ccccc2C)n1	6%
CCOC(=O)C1(CCOc2ccccc2)CCN(Cc2cccc(-n3cccn3)c2)CC1	?
COc1cccc(-n2c(CN3CCN(c4ccccc4)CC3)nc3ccc([N+](=O)[O-])cc3c2=O)c1	7%
COc1ccccc1CNC(=O)CN1C(=O)CSc2ccc(S(=O)(=O)N3CCCC3)cc21	-5%
COc1ccc(/C=C/C(=O)c2ccc(O)cc2O)cc1	11%

Next entries:
SMILES	ERK EGF block
Cn1c(SCC(=O)Nc2ccc(Br)cc2)nc(O)cc1=O	3%[57.5 µM]
CCc1cc(C(=O)c2ccc(OC)cc2)c(NC(=O)CC(C)(C)CC(=O)O)s1	10%[57.5 µM]
CCOc1nc(NCCO)nc(NCCC2=CCCCC2)n1	-2%
Cc1ccc(S(=O)(=O)NNC(=S)Nc2c(Cl)cccc2Cl)cc1	3%[57.5 µM]
COc1ccc(Cl)cc1C(=O)NNC(=O)c1cccc(S(=O)(=O)N(C)C)c1	-2%
Cn1c(=O)c2c(nc(NCCOc3ccc(C(C)(C)C)cc3)n2C)n(C)c1=O	-3%
Cc1ccc(C2=NN(CC(=O)NCc3cccnc3)C(=O)CC2)cc1	-1%
Cc1nnc2n1CCCCC2	-1%[57.5 µM]
CCOC(=O)CN(C#N)c1nc(N(C)C)nc(N(C)C)n1	4%
Cc1ccc(C(=O)C(OC(=O)c2cnccn2)c2ccccc2)cc1C (configuration not stated)	-5%
COC(=O)[C@@]1(Cc2ccccc2)[C@H]2c3cc(C(=O)N(C)C)n(CCSCCO)c3C[C@H]2CN1C(=O)c1ccccc1	-3%
COc1ccc(C2Nc3ccccc3C(=O)N2NC(C)=O)cc1OC (configuration not stated)	-4%
Cc1ncoc1C(=O)N1CCCC(C(=O)c2cccc3ccccc23)C1 (configuration not stated)	-9%
CCOC(=O)C1=C(C)NC(=NC)SC1c1ccccc1 (configuration not stated)	-13%
Cn1cnnc1SCC(=O)Nc1ccc(F)cc1F	4%
COc1ccc2cc(Br)ccc2c1CC(=O)NC(C)(C)C	1%
Cc1ccccc1C(=O)Nc1nc(-c2cccnc2)cs1	5%[57.5 µM]
COc1cc(/C=N/Nc2ccc(C)cc2)cc(Br)c1O	4%
O=S(=O)(NC(=S)NC1CCCCC1)c1ccc(Br)cc1	0%
Cc1ccc(N2CCN(CC(O)COc3cccc(C)c3)CC2)cc1 (configuration not stated)	-8%[57.5 µM]
CCOc1ccc(N2Nc3n[nH]c(N)c3N2)cc1	12%
CCCNC(=O)c1onc(CSc2cccc(OC)c2)c1C(=O)NCCC	-1%[57.5 µM]
COC(=O)c1ccccc1NC(=S)N1CCC(N2CCCCC2)CC1	1%
CN(Cc1ccccc1)C(=O)c1ccccc1Br	-2%
CCC(CC)C(=O)N1N=C(c2ccc(NS(C)(=O)=O)cc2)CC1c1ccccc1 (configuration not stated)	-1%[57.5 µM]

Continued.
SMILES	ERK EGF block
O=C(c1ccccc1)N1CCN(c2nc3ccc([N+](=O)[O-])cc3s2)CC1	?
COc1ccccc1/C=C(/CC(=O)NCc1ccc2c(c1)OCO2)c1nc2ccccc2s1	-3%
COc1ccc(/C=N/Nc2ncnc3c2[nH]c2ccccc23)c(OC)c1OC	-1%
O=C1CC(C(=O)Nc2cccc(F)c2)n2c(nc3ccccc32)N1 (configuration not stated)	6%[57.5 µM]
COc1ccc(NC(=O)COc2ccc(C(=O)OCC(=O)N(C(C)C)C(C)C)cc2OC)cc1	-10%
CCOC(=O)c1ccc(S(=O)(=O)NNC(=O)COc2cccc(C)c2)cc1	-4%
CC(=O)c1ccc(NC(=O)COc2ccc3c(c2)OCO3)cc1	5%
O=C(O)C1OC(O)C(O)C(O)C1O (configuration not stated)	7%
NC1=NC(=O)C2(COC(c3cccc([N+](=O)[O-])c3)OC2)S1 (configuration not stated)	-3%
CCOC(=O)C1CCCN(c2nc3ccccc3nc2C(C#N)C(=O)OC(C)C)C1 (configuration not stated)	-9%
CCOC(=O)c1c(NC(=S)NCCc2ccccc2)sc2c1CC(C(C)C)OC2 (configuration not stated)	13%
O=C(NCCN1C(=O)S/C(=C\c2cccnc2)C1=O)c1cccc(OC(F)F)c1	-4%
COc1ccc(NC(=O)/C(C#N)=C/c2ccc(Sc3nncn3C)c([N+](=O)[O-])c2)cc1	-8%
O=C(CCNC(=O)Cn1ccc2ccccc2c1=O)NCC1CCCC1c1ccccc1 (configuration not stated)	20%
Cc1cc(C)c2oc(C(=O)Nc3ccc(S(=O)(=O)N4CCC(C)CC4)cc3)cc(=O)c2c1	1%
CC(C)(Sc1cc(C(C)(C)C)c(O)c(C(C)(C)C)c1)Sc1cc(C(C)(C)C)c(O)c(C(C)(C)C)c1	-2%[57.5 µM]
CN1C=CC=C/C1=C1\SC(=S)N(Cc2ccccc2)C1=O	?
CCCCOc1ccc2c(c1)C(=O)c1cc(O)ccc1-2	-5%
O=C(NCCCc1ccccc1)c1cccc([N+](=O)[O-])c1	-6%
CCOC(=O)C(C)(C)Sc1ncnc2nc[nH]c12	2%
CCNC(=O)COC(=O)c1[nH]c(C)c(C(=O)OC)c1C	-7%
COc1cc(OC)cc(C(=O)OCc2ccc([N+](=O)[O-])cc2)c1	3%
CC(C)c1nnc(NC(=O)c2cc3cc(Br)ccc3oc2=O)s1	0%[57.5 µM]
Cc1ccc(S(=O)(=O)NCCC(=O)OCC(=O)NC(=O)c2cccn2C)cc1	-13%[57.5 µM]
O=C(COc1ccc(Cl)cc1)NCCSCc1ccccc1Cl	3%

Overlap with the part before: two entries; new compounds follow.
SMILES	ERK EGF block
Cc1ccc(S(=O)(=O)NCCC(=O)OCC(=O)NC(=O)c2cccn2C)cc1	-13%[57.5 µM]
O=C(COc1ccc(Cl)cc1)NCCSCc1ccccc1Cl	3%
COc1ccc2cc3c(N)nn(C(=O)C4CCC(C(C)(C)C)CC4)c3nc2c1 (configuration not stated)	1%
Cc1c(C#N)c(N)nc2c3c(sc12)NC(=O)CC3c1ccc(Cl)cc1 (configuration not stated)	11%
CCCCCCNC(=O)c1cccc(-c2ccc(C)c3ccccc23)n1	?
Cc1ccc(C(=O)NC(=S)Nc2ccc(-c3cc4ccccc4oc3=O)cc2)c(C)c1	-6%
Cc1ccnc(NS(=O)(=O)c2ccc(NC(=O)c3ccc(S(=O)(=O)N4CCCC4)cc3)cc2)n1	4%
CCOC(=O)c1cnc2ccc(C(=O)OC)cc2c1Nc1ccc2c(c1)OCCO2	-6%[57.5 µM]
O=C(NCC1CCCO1)NC1CCCCC1 (configuration not stated)	2%
COc1ccc(-c2[nH]nc3oc(=O)c(CCO)c(C)c23)cc1	16µM*
CC(C)NC(=O)c1cc2c(s1)CCCC2	?
O=C(NCCC1=CCCCC1)C(=O)NCC1OCCCN1S(=O)(=O)c1ccccc1 (configuration not stated)	6%
CCOc1cc(C2C3=C(CCCC3=O)N(C)C3=C2C(=O)CCC3)cc(Cl)c1O	2%

Among those listed so far, these have an aryl thioether with sulfur outside any ring:
SMILES	ERK EGF block
CCn1c(SCC(=O)Nc2ccc(OC)cc2OC)nc2nc3c(cc2c1=O)COC(C)(C)C3	-9%[57.5 µM]
CSc1ccc(-c2nc(O)c3cnccn23)cc1	-3%[57.5 µM]
CN(C)CCNC(=O)c1c(CSc2ccccc2)noc1C(=O)NCc1ccccc1	-3%[57.5 µM]
Cc1cc(C)nc(SCC(=O)NN=C2CCCC2)n1	-7%
CCn1c(SCC(=O)Nc2ccc(OC)cc2)nc2nc3c(cc2c1=O)COC(C)(C)C3	-6%[57.5 µM]
Cc1ccc(-n2c(SCC(=O)N3CCOCC3)nnc2-c2ccncc2)cc1C	-12%[57.5 µM]
Cn1c(SCC(=O)Nc2ccc(Br)cc2)nc(O)cc1=O	3%[57.5 µM]
Cn1cnnc1SCC(=O)Nc1ccc(F)cc1F	4%
CCCNC(=O)c1onc(CSc2cccc(OC)c2)c1C(=O)NCCC	-1%[57.5 µM]
COc1ccc(NC(=O)/C(C#N)=C/c2ccc(Sc3nncn3C)c([N+](=O)[O-])c2)cc1	-8%
CC(C)(Sc1cc(C(C)(C)C)c(O)c(C(C)(C)C)c1)Sc1cc(C(C)(C)C)c(O)c(C(C)(C)C)c1	-2%[57.5 µM]
CCOC(=O)C(C)(C)Sc1ncnc2nc[nH]c12	2%
